# Compound activity as filed in PubChem BioAssay.
# PfM18AAP inh: PfM18AAP inhibitors, malaria aminopeptidase, primary screen, biochemical, QFRET, recombinant enzyme | M18 aspartyl aminopeptidase (Plasmodium falciparum 3D7) | H-Glu-NHMec fluorogenic cleavage | inhibition, % at 7.35 µM | 1.2% of 290,000 active;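 active = inhibition above the campaign mean inhibition over all tested compounds plus 3 SD, cut at about 28% in these data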;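 also: 0% = plate median of test compound wells and 100% = 2 mM ZnCl2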
# UBC9 SUMO inh: inhibitors of in vitro SUMOylation cascade, primary screen, biochemical, HTRF, uHTS. 0.36% of 290,000 active. inhibition, % at 35 µM. SUMO-conjugating enzyme UBC9 (Homo sapiens), P63279. AID 2006, 2009. HTRF SUMOylation assay, SAE1/SAE2 + UBC9; in the data active = inhibition above about 50%, passing the limit was not always enough; inconclusive = no clear call, values can overlap the other calls; also: strong numbers were not always called active
# Target sequence (P63279 whole entry, looked up): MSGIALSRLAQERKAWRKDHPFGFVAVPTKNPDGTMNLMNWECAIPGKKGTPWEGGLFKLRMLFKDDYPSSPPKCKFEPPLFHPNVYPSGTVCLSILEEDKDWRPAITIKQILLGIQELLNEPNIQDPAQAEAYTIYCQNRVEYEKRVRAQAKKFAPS
# IMP-1 inhibitor: IMP-1 metallo-beta-lactamase inhibitors, primary screen, biochemical, epi-absorbance readout, Pseudomonas aeruginosa enzyme. metallo-beta-lactamase IMP-1 (Pseudomonas aeruginosa). purified IMP-1, nitrocefin hydrolysis, epi-absorbance fluorescence. inhibition, % at 5.6 µM. 0.45% of 290,000 active. AID 1556, 2009;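 active = inhibition above the mean plus 3 SD of all compounds in the same screening run, cut at about 4.5% in these data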;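 also: 0% = IMP-1 with DMSO and 100% = DMSO wells lacking enzyme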
#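 assay system = purified recombinant IMP-1 metallo-beta-lactamase enzyme | schedule = 15 min preincubation plus 25 min reaction at 25 °C | signal = Epi-absorbance fluorescence, 480 nm excitation, 530 nm emission | read-out basis = percent inhibition from optical density relative to buffer-blank wells | controls = IMP-1 with DMSO as 0%, enzyme-free DMSO as 100%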
# NS3 helicase inh: inhibitors of HCV NS3 helicase, primary screen, biochemical, Cy5 molecular beacon fluorescence | Hepatitis C virus NS3 helicase | NS3 helicase DNA unwinding | inhibition, % at 10.9 µM | 0.56% of 290,000 active | AID 1800, 2009;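 active = inhibition above the mean of all tested compounds plus 3 SD, set per campaign, cut at about 35% in these data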;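 also: 0% = DMSO wells and 100% = thioflavine S control wells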
#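 Material: hepatitis C virus NS3 helicase domain fragment enzyme; measured by: Cy5 fluorescence, 0 and 60 min reads; control set: DMSO and thioflavine S; incubation: 60 min unwinding reaction at 25 °C after ATP addition; read-out basis: % inhibition from 60/0 min fluorescence ratio, DMSO 0%, thioflavine S 100%; repeats: singlicate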
# VIM-2 inhibitor: VIM-2 metallo-beta-lactamase inhibitors, primary screen, biochemical, epi-absorbance readout, Pseudomonas aeruginosa enzyme. purified VIM-2, nitrocefin hydrolysis, epi-absorbance fluorescence. inhibition, % at 5.6 µM. 0.89% of 290,000 active. AID 1527, 2009;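 active = inhibition above the mean of all tested compounds plus 3 SD, cutoff set per screening run, cut at about 7.5% in these data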;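 also: red hydrolysis product quenches plate fluorescence so inhibitors raise well fluorescence; 0% = enzyme with DMSO and 100% = DMSO without enzyme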
# NALP1 yeast inh: NALP1 inflammasome inhibitors in reconstituted yeast, colorimetric, S. cerevisiae, triplicate retest; S. cerevisiae NALP1/ASC/caspase-1 growth, X-gal OD620, 72 h; inhibition, % at 10 µM; 0.61% of 280,000 active; AID 2071, 2009; in the data active = inhibition mostly above about 24%, no sharp cut-off; inactive = mostly below about 32%; also: some compounds called inactive have numbers as strong as hits
# DNA FID counter: compounds displacing fluorescent DNA intercalator, primary screen, artefact control for HCV NS3 helicase inhibitor project, biochemical, FID fluorescence | 0.17% of 290,000 active | DNA fluorescent intercalator displacement | inhibition, % at 7.9 µM; in the data active = inhibition above about 37%;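 also: 0% = vehicle and 100% = reference compound; higher means more ethidium bromide displaced from hairpin DNA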
# MEKK2 WT-MEK5: modulators of MEK5 binding to wildtype MEKK2, primary screen, biochemical, multiplex bead flow cytometry, Alexa488-MEK5; Mitogen-activated protein kinase kinase kinase 2 (Homo sapiens), Q9Y2U5; Alexa488-MEK5 binding to MEKK2 WT; actives lie on both sides; binding response (% of control), % at 10 µM; 1.1% of 290,000 active; AID 1531, 2009; in the data active = binding response below about 67% or above about 130%; inconclusive = no clear call, values can overlap the other calls; inactive = in between
# MEKK2 mut-MEK5: MEK5 binding signal on mutant MEKK2 PB1, primary screen, biochemical, multiplex bead flow cytometry, Alexa488-MEK5. 0.35% of 290,000 active. AID 1530, 2009. percent response, % at 10 µM. Alexa488-MEK5 binding to MEKK2 mutant; in the data active = percent response above about 24%, passing the limit was not always enough; also: inactives centre near 1; some results filed as inactive read as strong as hits
# * = called active by the depositor; u = inconclusive; x = no result given; & = joins results of further samples.
cpd | SMILES | PfM18AAP inh | UBC9 SUMO inh | IMP-1 inhibitor | NS3 helicase inh | VIM-2 inhibitor | NALP1 yeast inh | DNA FID counter | MEKK2 WT-MEK5 | MEKK2 mut-MEK5
1 | COc1cccc(NS(=O)(=O)c2ccc3[nH]cc(C(=O)NCCCOC(C)C)c(=O)c3c2)c1 | -1 | -2 | 3.9 | -13 | 2.8 | -1 | 35 | 104&117 | -2&4
2 | COC(=O)/C(=C1\Oc2ccc(C(C)(C)C)cc2S1)C(F)(F)F | 2 | 5 | -2.0 | 12 | -2.0 | 13 | -7 | 100 | 1
3 | O=C(Nc1cccc(O)c1)c1cc(-c2ccc3c(c2)OCO3)on1 | 2 | 1 | -1.6 | -5 | -2.8 | 5 | -9 | 99 | -9
4 | COc1cccc(NC(=O)CSc2nc3ccccc3c3nc4ccccc4n23)c1 | -3 | 38 | -3.8 | 1 | -3.5 | 29 | 0 | 100 | 2
5 | CN(CC(=O)NCc1cccnc1)S(=O)(=O)c1ccc(F)cc1 | -4 | -13 | -0.4 | -3 | -1.9 | 2 | -4 | 101 | 1
6 | N=c1sccn1CC(=O)Nc1ccc(Cl)c(S(=O)(=O)N2CCOCC2)c1 | -4 | 24 | -0.7 | -1 | 0.6 | -6 | 5 | 103 | 5
7 | Cc1cc(Cl)nc(SCC(=O)c2ccccc2)n1 | 2 | 2 | -4.0 | 10 | -2.0 | -19 | -15 | 95 | -3
8 | Cc1cc(C)cc(N2C(=O)c3nccnc3C2=O)c1 | -12 | 6 | -1.3 | 2 | 0.3 | 28 | 2 | 99 | -3
9 | CCOC(=O)c1ccc(NC(=O)CSCCC(=O)O)cc1 | -5 | 2 | -2.4 | 14 | -0.4 | -21 | 7 | 79 | -12
10 | CC(C)C(=O)Nc1nnc(S(=O)(=O)N2CCCCCC2)s1 | 0 | 6 | -3.0 | 11 | 0.7 | 24 | -15 | 95 | -5
11 | C#CCN1C(=O)C(O)(CC(=O)c2ccc3c(c2)OCCO3)c2ccccc21 (stereo not drawn) | 0 | 21 | -2.1 | -3 | -1.2 | -3 | -6 | 115 | 5
12 | O=C(N1CCN(c2ccccc2)CC1)C(F)(F)C(F)F | -5 | -5 | -2.7 | 14 | -3.8 | 4 | 4 | 108 | 5
13 | OCC(O)/C=N/Nc1nc(Nc2ccccc2)nc(Nc2ccccc2)n1 (stereo not drawn) | 7 | 24 | -7.7 | -104 | -7.2 | 19 | -16 | 107 | 7
14 | COC(=O)c1sc(N)c(C(=O)OC)c1CSc1nc2sc3c(c2c(=O)n1C)CCC3 | 0 | 32 | -4.1 | -3 | -1.7 | 3 | 2 | 87 | 1
15 | COc1cc(C2C(C#N)=C(SC)NC3=C2C(=O)CCC3)ccc1O (stereo not drawn) | -4 | 6 | -3.5 | -3 | -1.8 | 0 | -2 | 98 | 5
16 | CC(C)n1c(SCc2ccccc2F)nc2c1c(=O)n(C)c(=O)n2C | 1 | 3 | -4.5 | 6 | -2.8 | 9 | -32 | 101 | 2
17 | COCCCn1c(=O)c2ccccc2n(Cc2ccccc2C)c1=O | 3 | -15 | -0.2 | -6 | 0.6 | 7 | -38 | 104 | 0
18 | CCN(CC)C(=O)Cn1cc(C(=O)C(=O)NCc2ccco2)c2ccccc21 | 8 | 7 | -5.8 | 7 | -5.7 | 33 | -10 | 94 | -2
19 | CCOC(=O)CNC(=O)CSc1nc2cccnc2n1C | 2 | 15 | -2.6 | -11 | -1.1 | 29 | 3 | 101 | 4
20 | CCc1ccc(-c2nn[nH]n2)cc1 | -7 | 9 | -3.0 | 1 | -0.5 | 3 | -2 | 95 | -7
21 | COc1ccc(OC)c2[nH]c(=O)c(CCNC(=O)c3ccc(Br)o3)cc12 | -1 | 2 | -1.8 | 2 | 0.3 | 5 | -25 | 90 | -7
22 | O=C(c1ccc(SCc2ccco2)c([N+](=O)[O-])c1)N1CCOCC1 | 34* | 8 | -4.0 | 14 | -2.3 | 14 | -16 | 106 | 6
23 | NNC(=O)c1nn(-c2ccc(Cl)cc2)ccc1=O | 2 | -16 | -1.0 | -17 | -3.2 | -16 | -2 | 93 | -5
24 | Cc1cc(C)c(OCCCCCn2ccnc2)c(C)c1 | -4 | 5 | -4.8 | 13 | -2.8 | 13 | 9 | 111 | 9
25 | O=C1NC2(CCCCC2)C(=O)N1CC(=O)N(Cc1ccccc1)c1ccccc1 | -4 | 3 | -4.0 | -4 | -0.6 | 1 | -35 | 105 | 7
26 | CCOc1ccc(-n2c(=S)sc3c(=O)[nH]c(SCC(=O)NC(C)CC)nc32)cc1 (stereo not drawn) | 3 | 3 | -4.8 | 6 | -3.3 | -34 | -44 | 100 | 2
27 | Cc1nn(Cc2ccccc2)c(Cl)c1C(=O)NCc1ccc(C)n1C | 0 | 10 | -2.3 | -8 | -1.2 | 4 | -12 | 96 | -2
28 | O=C1N=C2SCCN2/C1=C\c1ccc(Cl)cc1 | -12 | 10 | -2.9 | 10 | -0.3 | 13 | -5 | 99 | 15
29 | CCOc1ccc(CN2CCNC(=O)C2CC(=O)NCCCn2ccnc2)cc1 (stereo not drawn) | -1 | 2 | -2.4 | 9 | -2.1 | 4 | -1 | 112 | 8
30 | Cn1c(C(=O)O)cc2c(=O)n3ccccc3nc21 | 4 | u | -2.5 | 4 | -0.6 | x | 0 | 92 | -12
31 | O=C(CNC(=O)c1ccc(Cl)cc1)NCCCn1ccnc1 | 2 | -13 | -2.6 | -3 | -1.0 | -33 | -1 | 94 | 0
32 | COC(=O)/C(=C\c1cccnc1)NC(=O)c1ccc(OCc2ccccc2)cc1 | -16 | -12 | -1.4 | -10 | 0.0 | 2 | -23 | 104 | -4
33 | c1ccc(-c2nnc(-c3ccco3)n2-c2ccccc2)cc1 | -7 | 27 | -2.8 | -1 | 0.0 | 9 | -14 | 103 | -1
34 | COc1ccc(CCN(C(=O)c2ccc(F)cc2)C2=CC3CCC(C2)N3C)cc1OC (stereo not drawn) | x | -14 | x | x | x | 1 | x | 96 | 1
35 | Cc1ccc(NC(=O)C2CC2C)c(Cl)c1 (stereo not drawn) | -6 | 14 | -1.1 | -8 | -1.2 | -15 | -1 | 96 | -3
36 | N=C1/C(=C\c2ccc(OC(=O)c3ccco3)cc2)C(=O)N=C2SC(N3CCCCC3)=NN12 | 6 | 14 | -3.0 | 32 | -3.9 | 4 | -28 | 102 | 2
37 | CSCCC(NS(=O)(=O)c1ccc(Cl)cc1)C(=O)OCC(=O)NC12CC3CC(CC(C3)C1)C2 (stereo not drawn) | 2 | -14 | -1.6 | -3 | -3.1 | 22 | -19 | 104 | 0
38 | O=C(CNc1ccc2ccccc2c1)N/N=C/C=C/c1cccc([N+](=O)[O-])c1 | 0 | 14 | -1.7 | 4 | -1.8 | 21 | 4 | 98 | 3
39 | CSCc1cc(N2CCOCC2)nc(-c2ccccc2)n1 | 0 | 4 | -1.6 | 0 | -1.0 | 6 | -1 | 99 | -2
40 | Cc1ccoc1C(=O)NCCCNC(=O)c1occc1C | 5 | 62 | -3.4 | 5 | -3.1 | 11 | -13 | 112 | 15
41 | CCOc1ccc(S(=O)(=O)NCc2ccncc2)cc1NC(=O)c1ccccc1F | -15 | 25 | -0.4 | -7 | 1.0 | 21 | -23 | 104 | 4
42 | Nc1c(-c2ccccc2)c(CN2CCOCC2)nn1-c1cccc([N+](=O)[O-])c1 | -2 | 2 | -3.1 | -5 | -1.4 | 2 | 0 | 107 | 0
43 | O=C(CCCSc1nc2sc3c(c2c(=O)[nH]1)CCC3)NCCCO | -2 | -22 | -0.7 | 1 | -0.2 | 16 | -8 | 71 | -6
44 | CCc1nnc(NC(=O)C2CC(=O)N(Cc3ccco3)C2)s1 (stereo not drawn) | 10 | -2 | -0.2 | 4 | -1.0 | 33 | -12 | 116 | 6
45 | COC(=O)Cn1c(=NC(=O)CCS(=O)(=O)c2ccccc2)sc2c(OC)ccc(OC)c21 | -15 | -2 | -1.0 | -4 | 1.4 | 6 | -21 | 104 | 3
46 | CCSc1nc2ccccc2n1CCOc1ccccc1 | 3 | -18 | -0.9 | -8 | -2.5 | 8 | -20 | 102 | -1
47 | O=C(CSc1nnc(-c2ccccc2F)n1CCc1ccccc1)Nc1ccc2[nH]c(=O)[nH]c2c1 | -3 | -4 | -4.8 | 4 | -0.5 | 20 | -35 | 100 | 0
48 | COc1ccc(OC)c(-c2cc(C3CCN(c4cc(Cl)nc(N)n4)CC3)[nH]n2)c1 | 3 | -15 | -1.9 | -33 | -6.5 | 1 | -29 | x | x
49 | CC1=NN2C(=N)/C(=C\c3ccc(SCc4ccccc4)o3)C(=O)N=C2S1 | 1 | 32 | -1.7 | 2 | 0.2 | 17 | -5 | 94 | -4
50 | COc1ccc(C(=O)Nc2ccc(S(=O)(=O)N3CCCC3)cc2)c(OC)c1 | -9 | 6 | -4.3 | 0 | -2.1 | 4 | -6 | 92 | -3

# (next part)
cpd | SMILES | PfM18AAP inh | UBC9 SUMO inh | IMP-1 inhibitor | NS3 helicase inh | VIM-2 inhibitor | NALP1 yeast inh | DNA FID counter | MEKK2 WT-MEK5 | MEKK2 mut-MEK5
51 | O=C1CC(N2CCC(O)(c3ccc(Cl)cc3)CC2)C(=O)N1 (stereo not drawn) | -8 | 3 | -1.2 | -6 | 0.9 | 18 | 3 | 95 | -1
52 | CCOC(=O)c1cn(CC(=O)Nc2cccc(Cl)c2C)nn1 | 7 | -10 | -1.6 | -8 | -1.8 | 2 | 5 | 106 | 2
53 | COC(=O)c1ccc2c(=O)n(CC3CCCO3)c(SCC(=O)Nc3ccc(OC)cc3OC)nc2c1 (stereo not drawn) | 4 | 0 | -1.7 | 1 | 0.3 | x | -5 | 92 | -6
54 | COC(=O)c1cccnc1-n1c(=O)c2cccnc2n(Cc2cccc(C(F)(F)F)c2)c1=O | -7 | -2 | -0.2 | 3 | -1.1 | -15 | -31 | 99 | -3
55 | CCOc1ccccc1C1C2C(=O)N(c3ccccc3)C(=O)C2ON1c1ccccc1 (stereo not drawn) | 11 | 19 | 1.1 | -3 | 1.7 | 14 | -4 | 93 | 0
